# Compound activity (PubChem)
# KAT2A inh – qHTS Assay for Inhibitors of GCN5L2; Histone acetyltransferase KAT2A (Homo sapiens), Q92830; GCN5L2 HAT assay, ThioGlo1 CoA-SH fluorescence; Potency, µM (series often up to 58.9 µM), for inactives: top-dose activity change, negative = inhibition, usual class: inhibitors; 0.21% of 390,000 active; AID 504327, 2011
#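 qHTS, 1536-well. 20nM enzyme, pH 7.5 HEPES/EDTA/Tween-20 buffer; 15 min compound preinc., RT. Start: 75uM H3(1-25), 70uM AcCoA, 50uM ThioGlo1. Read Ex340/Em540 at t=0 (autofluorescence flag) and t=20 min.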
# TDP1 block – qHTS Assay for Inhibitors of Tyrosyl-DNA Phosphodiesterase (TDP1). recombinant TDP1, AlphaScreen DNA substrate cleavage. Potency, µM (doses to about 130 µM), for the others: at the top dose activity change, negative = inhibition, most hits filed as inhibitors. 0.28% of 350,000 active; further: nearly all actives have a fitted effect of over 40% in size
# Target sequence (Q9NUW8 whole entry, looked up): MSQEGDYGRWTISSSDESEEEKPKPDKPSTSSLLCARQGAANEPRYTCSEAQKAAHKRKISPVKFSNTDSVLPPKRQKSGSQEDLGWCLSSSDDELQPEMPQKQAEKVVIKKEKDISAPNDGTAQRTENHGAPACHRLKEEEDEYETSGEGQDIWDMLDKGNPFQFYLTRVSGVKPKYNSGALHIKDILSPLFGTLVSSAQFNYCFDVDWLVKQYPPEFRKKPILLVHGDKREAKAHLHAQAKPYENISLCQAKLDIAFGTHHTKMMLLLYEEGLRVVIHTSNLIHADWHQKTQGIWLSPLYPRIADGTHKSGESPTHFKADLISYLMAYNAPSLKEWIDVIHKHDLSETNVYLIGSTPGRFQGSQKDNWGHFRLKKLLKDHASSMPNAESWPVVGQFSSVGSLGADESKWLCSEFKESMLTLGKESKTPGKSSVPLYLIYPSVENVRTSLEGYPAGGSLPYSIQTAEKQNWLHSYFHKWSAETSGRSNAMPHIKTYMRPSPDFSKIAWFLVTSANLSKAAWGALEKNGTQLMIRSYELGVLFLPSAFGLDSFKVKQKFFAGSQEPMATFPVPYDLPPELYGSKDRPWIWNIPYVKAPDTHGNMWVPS
#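 Steps: enzyme plus compound, 15 min RT; add biotin/phosphotyrosine-FITC oligonucleotide (15 nM final), react 5 min; add donor/acceptor beads (10 ug/ml final), 10 min; read AlphaScreen. Tdp1 at 1 nM final.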
# TDP1 cell noCPT – qHTS for Inhibitors of human tyrosyl-DNA phosphodiesterase 1 (TDP1): qHTS in cells in absence of CPT; DT40 Tdp1-/- hTDP1 cells, no CPT, ATP luminescence, 48 h; Potency, µM (series often up to 46.2 µM), for the others: at the highest dose activity change, negative = growth inhibition, hits mostly inhibitors; 15% of 420,000 active; further: nearly all actives have a fitted effect of over 55% in size
#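 Growth kinetics read by CellTiter-Glo luminescence after ≥48 hr at 37 °C. Cells: DT40 Tdp1-/- stably carrying human TDP1, 400 per well, compound exposure in the absence of CPT (DMSO vehicle).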
# Active calls of the source: *; ? = inconclusive; . = no result given; & = joins results of further samples; [ ] = remark or other dose. The call rests on the fitted dose curve; in most records, active means well fitted curve in the direction sought with a large enough effect; inconclusive means small, poorly fitted or top-dose-only effect, or another doubt; inactive means no such curve, though single readings can be large; an effect the other way counts as inactive or inconclusive. On the % scale 0 is the no-effect control and ±100 the full control effect; potency means the concentration at half of the fitted maximal effect.
SMILES,KAT2A inh,TDP1 block,TDP1 cell noCPT
C/C(=N\Nc1ccc(S(N)(=O)=O)cc1[N+](=O)[O-])c1ccc2c(c1)OCO2,-7%,4%,15µM*
CCOC(=O)c1cccc(NC(=O)N2CCOCC2)c1,1%,6%,-6%
CC(=O)Oc1ccc(C(=O)Nc2cccnc2)cc1,0%,.,?
CCOc1ccc(C(=O)C(c2ccccc2)N2CCOCC2)cc1 (stereo unspecified),0%,4%,-24%
O=C(NCc1cccnc1)Nc1cccc(NC(=O)NCc2cccnc2)c1,-1%,7%,-2%
COCCNC(=O)CN1C(=O)NC(c2ccccc2)(c2ccccc2)C1=O,-1%,.,10%
CCN1C(=O)CC(N2CCC(c3nc4ccccc4[nH]3)CC2)C1=O (stereo unspecified),-10%,4%,-3%
CC(=O)Nc1ccc2c(c1)OCCO2,-10%,-2%,1%
CCN(CCCNC(=O)C1CCC(=O)N1Cc1ccccc1Cl)c1cccc(C)c1 (stereo unspecified),-5%,2%,23µM*
CN(CC(=O)Nc1cc(S(=O)(=O)N2CCCCCC2)ccc1Cl)Cc1ccc2c(c1)OCO2,-6%,0%[56.1 µM],?
COc1ccc(-c2noc(-c3cccc(Cl)c3)n2)cc1OC,-1%,8%,-19%
O=C(Nc1nccs1)c1sc2ccccc2c1Cl,-13%,3%,21µM*
Cc1cccc(N2C(=O)C3C4CC(=O)C(c5ccccc54)C3C2=O)c1C (stereo unspecified),-2%,8%,29%
CC(C)(C)OC(=O)NCCCC[C@H](NC(=O)c1nc[nH]c1C(=O)N1CCc2ccccc2C1)C(=O)OC(C)(C)C,2%,7%,21µM*
CCOC(=O)C(C)Sc1nnc(NC(=O)c2ccc(C)c([N+](=O)[O-])c2)s1 (stereo unspecified),31%[activator],3%,-8%
COCCNc1ccc(-c2nc(-c3ccccn3)no2)cc1[N+](=O)[O-],-8%,9%,-27%
CC(C)CCNC(=O)Cc1csc(-c2ccccc2)n1,0%,3%,-16%
O=C(CC1SC(=O)N(Cc2ccc(Cl)cc2)C1=O)Nc1nccs1 (stereo unspecified),-5%,3%,0%
CCOC(=O)/C(C#N)=C/c1cn(CCC(=O)O)nc1-c1ccc(Cl)cc1,-9%,4%,-15%
O=C(Nc1ccccc1)C(=O)c1c[nH]c2ccccc12,-4%,3%,-22%

# Entries of single compounds, quoted from the list:
# Results for CC(=O)Oc1ccc(C(=O)Nc2cccnc2)cc1 = KAT2A inh = 0%; TDP1 block = .; TDP1 cell noCPT = ?
# Results for CC(C)(C)OC(=O)NCCCC[C@H](NC(=O)c1nc[nH]c1C(=O)N1CCc2ccccc2C1)C(=O)OC(C)(C)C = KAT2A inh = 2%; TDP1 block = 7%; TDP1 cell noCPT = 21µM*
# Results for CC(=O)Nc1ccc2c(c1)OCCO2 = KAT2A inh = -10%; TDP1 block = -2%; TDP1 cell noCPT = 1%

# Two successive records from above, quoted:
SMILES,KAT2A inh,TDP1 block,TDP1 cell noCPT
C/C(=N\Nc1ccc(S(N)(=O)=O)cc1[N+](=O)[O-])c1ccc2c(c1)OCO2,-7%,4%,15µM*
CCOC(=O)c1cccc(NC(=O)N2CCOCC2)c1,1%,6%,-6%

# The listing picks up, repeating the seven entries before the break.
SMILES,KAT2A inh,TDP1 block,TDP1 cell noCPT
CC(C)(C)OC(=O)NCCCC[C@H](NC(=O)c1nc[nH]c1C(=O)N1CCc2ccccc2C1)C(=O)OC(C)(C)C,2%,7%,21µM*
CCOC(=O)C(C)Sc1nnc(NC(=O)c2ccc(C)c([N+](=O)[O-])c2)s1 (stereo unspecified),31%[activator],3%,-8%
COCCNc1ccc(-c2nc(-c3ccccn3)no2)cc1[N+](=O)[O-],-8%,9%,-27%
CC(C)CCNC(=O)Cc1csc(-c2ccccc2)n1,0%,3%,-16%
O=C(CC1SC(=O)N(Cc2ccc(Cl)cc2)C1=O)Nc1nccs1 (stereo unspecified),-5%,3%,0%
CCOC(=O)/C(C#N)=C/c1cn(CCC(=O)O)nc1-c1ccc(Cl)cc1,-9%,4%,-15%
O=C(Nc1ccccc1)C(=O)c1c[nH]c2ccccc12,-4%,3%,-22%
Cc1cc(C)n2nc(SCC(=O)NCc3ccco3)nc2n1,0%,6%,-8%
Cc1ccc(/C=N/NC(=O)CCCOc2ccc(Cl)cc2Cl)cc1[N+](=O)[O-],-4%,2%,-27%
CCOc1cc(Br)c(C(=O)O)cc1OC,-4%,0%,12%
Cc1cc(NC(=O)CSc2nc(C(C)C)nc3c2c(=O)n(C)c(=O)n3C)no1,-4%,-2%,16µM*
O=C1C2(c3ccccc3)CN(CCO)CC1(c1ccccc1)CN(CCO)C2,-1%[0.501 µM],4%,-22%
O=c1cc(Cl)c(-c2ccccc2)nn1Cc1ccc(Cl)cc1,0%,.,?
CC(=O)N1CCN(Cc2nc3cc(NC(=O)COc4ccccc4)ccc3n2C)CC1,-12%,5%,-11%
COc1ccc(OC)c(S(=O)(=O)N2CCC(C(=O)Nc3cccc(C(F)(F)F)c3)CC2)c1,-17%,3%,15µM*
COc1ccc(Nc2oc(-c3ccccc3F)nc2C#N)cc1,-4%,6%,6%
CN(Cc1ccccc1)S(=O)(=O)c1ccc(OCC(=O)Nc2cccc([N+](=O)[O-])c2)cc1,-5%,-3%,-18%
Nc1ccccc1SCC1CSc2nc3ccccc3c(=O)n21 (stereo unspecified),1%,-6%,-12%
Cc1cc(NC(C)c2ccccc2)n2ncc(-c3ccccc3)c2n1 (stereo unspecified),-10%,.,?
COc1ccccc1CNC(=O)C1CCN(S(=O)(=O)c2c(C)noc2/C=C/c2cccs2)CC1,-5%,0%,18µM*
Cc1ccccc1NC(=O)COc1ccc(Br)cc1C,-2%,3%,?
Cc1cccc(CNC(=O)c2ccc3nc(Cc4ccccc4F)oc3c2)n1,-7%,2%,?
NS(=O)(=O)c1ccc(NC(=S)NC2CCCCCC2)cc1,-3%,5%,-30%
COC(=O)C1=NN(c2ccc(C)cc2)C2(S1)SC(C(C)=O)=C(C)N2c1ccccc1 (stereo unspecified),-15%,-1%,?
c1coc(-c2nc3nc4ccccc4nc3n2-c2ccc3c(c2)OCCO3)c1,-10%,4%,-24%
CCOC(=O)c1ccc(N2C(=O)CC(N(Cc3ccc4c(c3)OCO4)C(=O)Nc3ccccc3)C2=O)cc1 (stereo unspecified),-13%,8%,?
O=C(O)CN1C(=O)/C(=C\c2ccccc2OCc2ccc(F)cc2)SC1=S,-10%,.,9%
Cc1ccc(C)c(N2CCN(C(=O)CCNC(=O)Cn3ccc4ccccc4c3=O)CC2)c1,-15%,-1%,?
Cc1ccc(-c2nc(CS(=O)(=O)CC(=O)NCCCN(Cc3ccccc3)C(C)C)c(C)o2)cc1,-10%,6%,?
COc1ccc(C(=O)O)cc1S(=O)(=O)Nc1ccccc1Cc1ccccc1,-7%,11%,5%
CCN(CC(=O)NCc1ccc(F)cc1)C(=O)/C=C/c1ccc(OC)cc1,-4%,13%,?
Cc1ccc(S(=O)(=O)N2[C@@H](c3ccc(C(C)(C)C)cc3)C(C(=O)O)=CC[C@H]2c2ccc(C(C)C)cc2)cc1,14µM*,-19%,?
Cc1ccc(Sc2ncccc2C(=O)NCC(c2ccc(F)cc2)N2CCOCC2)c(C)c1 (stereo unspecified),-5%,0%,?
O=C(c1ccc2c(c1)OCCO2)N1CCN(c2ccc([N+](=O)[O-])cc2)CC1,-1%,3%,.
O=C(c1ccc(=O)n(Cc2ccccc2)n1)N1CCN(C/C=C/c2ccccc2)CC1,1%,1%,?
Cc1ccc(Cl)c(OCC(=O)NCc2ccco2)c1,0%,5%,1%
CC1CCN(C(=O)CN2C(=O)NC(C)(c3ccc4ccccc4c3)C2=O)CC1 (stereo unspecified),-7%,0%,16µM*
Cn1c(=O)c(-c2ccccc2N)nc2ccccc21,-7%,7%,-15%
Cc1c(C)c2c(OCC(=O)O)cc3c(c2oc1=O)CCC(C)(C)O3,?,.,-26%
COc1ccc(NC(=O)CN(C)S(=O)(=O)c2ccc3nc(C)sc3c2)cc1Cl,0%,0%,8.2µM*
COc1ccc(C=Nc2cccnc2N)cc1,-6%,.,0%
O=C1C(Oc2ccccc2)C(c2ccc3c(c2)OCO3)N1CCc1ccc(F)cc1 (stereo unspecified),8%,-2%,?
CC(=O)Nc1ccc(C(=O)COC(=O)CN2C(=O)NC3(CCCCC3C)C2=O)cc1 (stereo unspecified),-7%,1%,24%
CCCn1ncc(CN2CCC(Oc3ccc(C(=O)N4CCCC4)cc3)CC2)c1C,2%,6%,7%
COc1cc(C)nc(NC(=O)NC(=O)c2ccc(C(F)(F)F)cc2)n1,-2%,-20%,-2%
NC(=O)c1ccc(NC(=O)C2CCN(S(=O)(=O)Cc3ccccc3)CC2)cc1,-2%,0%,-9%
COCCNC(=S)N1CCC(c2nc(-c3ccc(N(C)C)cc3)no2)CC1,0%,-2%,?
Cc1c(C(=O)N2CCC(C)CC2)c(S(=O)(=O)NCc2ccc(Br)cc2)c(C)n1C,2%,-1%,?
Cc1ccccc1C(=O)NCc1ccc2c(c1)CCN2C(=O)c1ccccc1,-3%,1%,10µM*
CCc1cccc(Nc2cnn(C34C[C@@H]5C[C@@H](CC(CC(=O)O)(C5)C3)C4)c(=O)c2Cl)c1,-5%,2%,-12%
COc1ccc(NC(=O)C2CCCN2S(=O)(=O)c2cccc3cccnc23)cc1OC (stereo unspecified),-19%&-2%,1%&5%,?
Cc1ccc(-c2nnn(CC(=O)Nc3ccccc3-c3ccccc3)n2)c(-n2cnnn2)c1,-7%,8%,?
CC(=O)Nc1ccc(S(=O)(=O)N2CCCC2)cc1,-2%,.,-21%
COc1ccc(CNCCC2(C(C)C)CCOC(C)(C)C2)cc1 (stereo unspecified),-3%,3%,?
CCCNc1nc2c(c(=O)n(C)c(=O)n2C)n1CCCc1ccccc1,4%,.,18µM*
COc1cccc(CN2CCSCC2)c1,0%,-5%,-8%
C/C=C(/C)C(=O)Nc1cccc(C2=NOC3(C2)C[C@@H](C(N)=O)N(C(=O)CC)C3)c1 (stereo partly specified),-13%,2%,2%
CC1(CCc2ccccc2)NC(=O)N(CC(=O)Nc2ccc(S(N)(=O)=O)cc2)C1=O (stereo unspecified),-8%,3%,3%
Cc1onc(-c2ccccc2)c1C(=O)N1CCCC(C(F)(F)F)C1 (stereo unspecified),0%,-1%,-29%
Cc1ccc2c3c(cccc13)-c1ccccc1C2=O,-11%,-1%,?

# This is a subset, so the mix of outcomes need not match the whole.
